# HTRA1 inhibitor – HTRA1 serine protease inhibitors, primary screen, biochemical, fluorescence polarization, HTS; Q92743; recombinant HTRA1, FP-rhodamine activity-based probe; inhibition, % at 5.96 µM; hit rate 0.5% among 340,000; AID 504803, 2011; in the data active = inhibition above about 36%;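 also: 0% = enzyme with DMSO and 100% = wells lacking enzyme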
# Rev-erbA mod – modulators of Rev-erb alpha DNA binding, primary screen, biochemical, FITC-DNA, fluorescence polarization, uHTS. Nuclear receptor subfamily 1 group D member 1 (Homo sapiens), P20393. Rev-erbα–FITC-DNA binding, 90 min. activity, % at 10 µM. hit rate 0.79% among 370,000. AID 1259318, 2017;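 active = activity above about 14%, limit read from the data; passing the limit was not always enough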;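 also: 0% = DMSO wells with 35 nM protein and 100% = DMSO wells with 750 nM protein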
# Target sequence (P20393 whole entry, looked up): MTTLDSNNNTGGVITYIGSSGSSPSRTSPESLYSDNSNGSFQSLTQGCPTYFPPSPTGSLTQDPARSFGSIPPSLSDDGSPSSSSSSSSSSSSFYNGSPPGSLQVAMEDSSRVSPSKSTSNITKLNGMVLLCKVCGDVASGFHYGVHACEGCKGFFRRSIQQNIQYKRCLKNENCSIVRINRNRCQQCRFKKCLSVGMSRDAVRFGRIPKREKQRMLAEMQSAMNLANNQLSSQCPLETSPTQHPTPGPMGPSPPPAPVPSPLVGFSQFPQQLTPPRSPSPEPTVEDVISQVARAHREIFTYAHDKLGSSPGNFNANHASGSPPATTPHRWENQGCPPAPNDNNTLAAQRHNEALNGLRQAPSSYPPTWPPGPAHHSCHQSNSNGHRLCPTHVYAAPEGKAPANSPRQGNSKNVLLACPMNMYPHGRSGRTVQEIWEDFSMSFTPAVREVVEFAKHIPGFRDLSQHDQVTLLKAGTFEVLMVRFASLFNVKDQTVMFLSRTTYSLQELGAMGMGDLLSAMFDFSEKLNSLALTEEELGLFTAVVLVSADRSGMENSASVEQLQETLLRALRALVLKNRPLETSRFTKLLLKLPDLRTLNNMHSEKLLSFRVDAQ
# TDP2 absorb – human TDP2 enzyme inhibitors, primary screen, biochemical, epi absorbance, recombinant enzyme; T5PNP hydrolysis, p-nitrophenol absorbance 415 nm; inhibition, % at 12.8 µM; hit rate 0.34% among 370,000; AID 720702, 2013;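 active = inhibition above the mean of all tested compounds plus 3 SD, set per campaign, cut at about 25% in these data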;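 also: 0% = DMSO with enzyme and 100% = buffer with substrate but no TDP2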
# Target sequence (O95551 whole entry, looked up): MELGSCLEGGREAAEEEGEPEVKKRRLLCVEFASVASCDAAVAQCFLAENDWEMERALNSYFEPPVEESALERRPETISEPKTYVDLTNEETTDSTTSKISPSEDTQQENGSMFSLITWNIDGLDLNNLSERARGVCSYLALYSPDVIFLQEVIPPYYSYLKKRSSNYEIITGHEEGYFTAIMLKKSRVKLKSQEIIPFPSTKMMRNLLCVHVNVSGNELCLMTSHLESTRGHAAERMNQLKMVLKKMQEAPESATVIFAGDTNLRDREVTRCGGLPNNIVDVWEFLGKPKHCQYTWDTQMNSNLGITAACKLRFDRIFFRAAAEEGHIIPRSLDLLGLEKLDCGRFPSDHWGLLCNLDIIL
#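 Evaluation: % inhibition relative to enzyme-containing and enzyme-free wells. Material: recombinant human TDP2. Benchmarks: enzyme-free and DMSO wells. Timing: enzyme reaction with compound for 2 h at 37 °C. Compound dosing: 12.8 µM only. Measured by: p-Nitrophenol epi absorbance. Reagent: T5PNP substrate at 5 mM, a TopII-DNA adduct mimic. Replication: single well per compound.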
# SIAE primary – human SIAE inhibitors, primary screen, biochemical, fluorescence polarization, FP-Rh probe, 1536-well HTS; Sialate O-acetylesterase (Homo sapiens), Q9HAT2; SIAE FP-Rh probe binding; inhibition, % at 9.66 µM; hit rate 0.69% among 370,000; AID 1053197, 2014;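 active = inhibition above a cutoff: mean of compounds within the control limits plus 3 SD of those, cut at about 17% in these data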;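 also: 0% = plate median of compound wells and 100% = probe without SIAE protein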
# mABHD4 FP – ABHD4 inhibitors, primary screen, biochemical, fluorescence polarization, mouse. AID 720543, 2013. (Lyso)-N-acylphosphatidylethanolamine lipase (Mus musculus), Q8VD66. hit rate 0.54% among 370,000. purified mABHD4, FP-Rh probe fluorescence polarization. inhibition, % at 8.92 µM;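 active = inhibition exceeding the mean over every tested compound plus 3 SD, cut at about 30% in these data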;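 also: 0% = plate median of compound wells and 100% = S159A mutant with DMSO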
#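 System: mouse ABHD4 enzyme, wild type / Medium: HEPES pH 7.0, NaCl, Pluronic buffer / Reagent: FP-Rh activity-based fluorescent probe / Control set: S159A mutant high control, sample median low control / Detection: fluorescence polarization with parallel and perpendicular emission, 525/598 nm / Schedule: 45 min + 60 min at 25 °C / Compound dosing: 8.92 µM, single dose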
# PRMT1 inh – PRMT1 methyltransferase inhibitors, primary screen, biochemical, fluorescence polarization; Protein arginine N-methyltransferase 1 (Homo sapiens), Q99873; recombinant PRMT1, activity-based probe fluorescence polarization; inhibition, % at 2.79 µM; hit rate 1.3% among 370,000;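 active = inhibition above about 21% made by adding two undisclosed values, limit read from the data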
# LEDGF integ inh – blockers of LEDGF/p75-dependent integrase strand transfer – biochemical, TR-FRET, high throughput, primary screen; HIV-1 integrase (with human LEDGF/p75); TR-FRET IN-LEDGF/p75 DNA integration, Eu/Cy5; inhibition, % at 3.7 µM; hit rate 0.64% among 370,000;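 active = inhibition above the screen-wide mean plus 3 SD, cut at about 13% in these data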;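 also: signal is the Cy5 over europium emission ratio at 671 and 618 nm; 0% = plate median of compound wells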
# TCR CD3 inh – inhibitors of human TCR-CD3 interaction, primary screen, biochemical, fluorescence, TAMRA-labeled TCR probe; T-cell receptor (TCR); inhibition, % at 9.4 µM; hit rate 0.37% among 360,000; AID 651800, 2012; in the data active = inhibition above about 19%;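 also: recombinant mutant TCR 2C K166C tagged with TAMRA read by polarization; 0% = receptor in buffer alone and 100% = receptor with positive control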
# rCAG binder – binders of r(CAG) RNA repeats, primary screen, biochemical, fluorescence | r(CAG) RNA repeat, TO-PRO-1 dye displacement fluorescence | hit rate 1.3% among 370,000 | inhibition, % at 3 µM | AID 651821, 2012;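 active = inhibition above the plate cutoff, the mean of all test compounds on that plate plus 3 SD, cut at about 35% in these data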;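 also: 0% = DMSO alone and 100% = 100 µM mitoxantrone as full dye displacement; higher means more dye released from RNA so lower well fluorescence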
# PG9 binder – binders of HIV-1 gp120 antibody PG9, primary screen, biochemical, TR-FRET | hit rate 0.43% among 360,000 | HIV-1 gp120 / PG9 antibody interaction | TR-FRET gp120-PG9 antibody binding | inhibition, % at 6.7 µM; in the data active = inhibition above about 8.5%
# An asterisk follows results filed as active; . = not tested or not shown. A portion of the library; the hit share may differ from the screen's.
SMILES,HTRA1 inhibitor,Rev-erbA mod,TDP2 absorb,SIAE primary,mABHD4 FP,PRMT1 inh,LEDGF integ inh,TCR CD3 inh,rCAG binder,PG9 binder
Nc1c(C(=O)NCCc2ccccc2)nnn1Cc1ccc(Br)cc1F,2,-3,-21,-3,-5,-4,-1,2,1,-5.1
CC(C)c1nc(CNC(=O)C2CCC(=O)N(Cc3ccc(Cl)cc3)C2)no1 (stereo not given),-2,5,-15,1,1,-1,-3,9,-5,2.1
O=C(Cn1[nH]c(=O)c2ccccc2c1=O)NC1CCCCCC1,-3,-1,10,-2,0,-1,-3,1,1,-0.1
Cc1ccc(NC(=O)c2ccc3c(=O)n4c(nc3c2)CCCCC4)nc1,0,3,-2,5,-2,0,-4,10,-3,0.2
Cc1ccc(CC(=O)NC2CCN(Cc3ccccc3)CC2)cc1,5,-2,4,-1,5,-5,3,-3,-6,-0.1
CCOC(=O)C1(Cc2ccccc2C)CCCN(C(=O)COC)C1 (stereo not given),4,1,-3,-3,-2,-1,0,4,-8,0.9
COc1ccc(CCNC(=O)CSc2nc(=O)[nH]c3c2CCC3)cc1OC,5,-2,1,-6,-3,2,-2,0,-1,1.0
Cc1cc(C)c(C#N)c(Sc2nc(C)c([N+](=O)[O-])c(C)c2C#N)n1,.,0,-4,5,0,0,1,5,5,0.4
Cc1ccc2nc3c(cc2c1)c(C)nn3-c1ccccc1,-35,-3,-19,-6,-11,5,-1,-3,7,2.1
COc1ccc(C(=O)c2cn[nH]c2-c2cc(Cl)ccc2O)cc1,-9,-1,5,0,-10,-2,1,3,5,0.6
COc1ccc(NS(=O)(=O)c2ccc(NC(=O)c3ccc(Br)cc3)cc2)nn1,-6,.,4,-8,-4,3,-3,-11,21,-0.8
N/C(=N\OC(=O)c1ccccc1[N+](=O)[O-])c1cccnc1,-1,7,4,7,4,-1,0,-1,2,0.0
Cc1ccc(Nc2nc(N)nc(CN3CCN(Cc4ccc5c(c4)OCO5)CC3)n2)cc1Cl,-24,-1,8,-10,5,-1,2,4,-4,0.6
Nc1c(C(=O)Nc2ccccc2Cl)nnn1-c1ccc2c(c1)OCCO2,-8,1,17,-4,3,-2,1,3,6,2.9
Cc1ccc(S(=O)(=O)N(C)C)cc1NC(=O)C(C)Sc1ccccc1 (stereo not given),2,2,12,9,-6,1,2,7,0,-0.8
NS(=O)(=O)c1ccc(NC(=O)COC(=O)c2cc(Cl)ccc2[N+](=O)[O-])cc1,2,-2,-16,0,-3,-5,8,-4,8,-1.2
CCN(C(=O)c1cc2c(=O)n3ccccc3nc2s1)C1CCCCC1,-18,2,-4,-6,-5,-3,4,2,-4,1.0
O=C(CN1CCOCC1)Nc1ccc(OCc2ccccc2)cc1,-3,0,-3,1,3,-2,1,-3,-1,0.9
N#CCC(=O)Nc1cc(C(F)(F)F)ccc1N1CCOCC1,-1,-4,-16,0,3,3,-7,-5,2,-1.1
Cc1cc(Cl)ccc1OCC(=O)OCC(=O)Nc1ccc(Cl)cn1,2,3,-7,-7,-2,-2,0,5,4,0.7
CC(C)CNC(=S)N1CCN(C(c2ccccc2)c2ccccc2)CC1,-28,1,-5,-5,-9,0,1,4,-2,-3.9
COc1c(Cl)cc(Cl)cc1/C=C/C(=O)c1ccc(NC(=O)c2cccs2)cc1,-96,6,5,-48,-39,-2,-2,0,5,-1.7
CCc1ccccc1NC(=O)c1ccc(Cn2cc([N+](=O)[O-])cn2)cc1,-11,-4,6,-2,-14,2,-3,7,-1,-1.6
O=C(CCCOc1ccc(Cl)cc1Cl)N/N=C/c1ccccc1,-44,0,15,1,-18,-1,2,2,1,0.5
CCCNC(=O)c1ccc(C2SCC(=O)N2Cc2ccccc2)cc1 (stereo not given),-3,2,5,2,0,-2,-2,4,-7,0.1
Cc1cc(-c2c(C)[nH]n(-c3ccc(Cl)cc3)c2=O)n(-c2ccc(Cl)cc2)n1,1,-2,-2,0,7,-3,1,0,5,-1.7
COc1ccccc1C1CC(c2ccccc2)=NN1C(=S)Nc1ccccc1 (stereo not given),-29,5,-12,-8,-9,-3,3,-2,5,-2.1
CCOC(=O)C1CCN(Cc2c(O)c3ccccc3oc2=O)CC1,-18,1,4,-2,-4,1,-1,-6,22,2.0
CCc1nc2ccc(C(=O)NCc3ccccc3OC)cn2c1N(C=O)CCC(C)C,.,-7,2,1,6,-1,-4,3,1,1.8
CN(Cc1ccccc1)C(=O)CSc1nnc(-c2ccco2)n1-c1ccccc1,-5,0,-3,-1,1,0,-4,-4,-6,-0.8

# One compound at a time, as listed above. Order of values: HTRA1 inhibitor, Rev-erbA mod, TDP2 absorb, SIAE primary, mABHD4 FP, PRMT1 inh, LEDGF integ inh, TCR CD3 inh, rCAG binder, PG9 binder
# Record of Cc1cc(C)c(C#N)c(Sc2nc(C)c([N+](=O)[O-])c(C)c2C#N)n1 → ., 0, -4, 5, 0, 0, 1, 5, 5, 0.4
# Record of N/C(=N\OC(=O)c1ccccc1[N+](=O)[O-])c1cccnc1 → -1, 7, 4, 7, 4, -1, 0, -1, 2, 0.0
# Record of O=C(CCCOc1ccc(Cl)cc1Cl)N/N=C/c1ccccc1 → -44, 0, 15, 1, -18, -1, 2, 2, 1, 0.5
# Record of COc1ccc(CCNC(=O)CSc2nc(=O)[nH]c3c2CCC3)cc1OC → 5, -2, 1, -6, -3, 2, -2, 0, -1, 1.0

# Following part.
SMILES,HTRA1 inhibitor,Rev-erbA mod,TDP2 absorb,SIAE primary,mABHD4 FP,PRMT1 inh,LEDGF integ inh,TCR CD3 inh,rCAG binder,PG9 binder
COc1ccccc1C(=O)COC(=O)c1cnc(C)cn1,-5,5,2,1,3,2,0,5,-1,2.5
Cc1ccc(Cc2c(C)nc3nc(SCC(=O)NCCN4CCOCC4)nn3c2C)cc1,6,-5,3,1,-5,-2,-1,6,-8,-0.3
CCN(CC(=O)Nc1c(F)cccc1F)C(=O)c1ccc(-c2ccc(C(C)=O)cc2)o1,-7,-9,3,-1,-2,4,2,3,3,-1.2
CNC(=O)NC(=O)CSc1cccc(C(F)(F)F)c1,1,-3,4,-1,-2,0,-3,-3,-2,-0.8
OC(c1ccccc1)(c1ccccc1)C1CCN(CCCNc2cccc(OC(F)(F)F)c2)CC1,.,-1,-16,1,24,1,-1,.,2,.
CC(C)(C)CN1C(=O)C(=O)NC[C@@H]1CC1CCCCC1,.,5,-9,4,0,-2,3,4,2,0.1
COc1ccccc1NCc1nc2ccccc2n1C,.,15,6,0,3,1,-1,.,.,.
COc1ccc(C(=O)NCc2ccc3c(c2)CCO3)cc1,0,1,-9,0,3,0,-3,-2,-5,-0.8
COCC(C)NS(=O)(=O)c1ccc(OC)cc1 (stereo not given),9,3,-9,-2,-9,3,-6,-2,2,0.2
NC(=O)c1c(NC(=O)C2CCCO2)sc2c1CCCCC2 (stereo not given),7,1,-13,4,14,28*,6,-1,8,-1.4
COC(=O)C1=C(C)NC(=O)/C1=C\c1cc(C)n(-c2ccccc2C)c1C,7,1,-4,-1,9,3,4,1,8,0.1
COC(=O)c1cc(S(=O)(=O)Nc2c(C)cccc2C)cn1C,2,6,-2,-3,-2,0,0,0,0,1.6
Cc1c(N2C(=O)C(=O)/C(=C(/O)c3ccccc3)C2c2ccc(F)cc2)c(=O)n(-c2ccccc2)n1C (stereo not given),4,5,-2,4,-6,-2,0,4,4,0.6
COc1ccc(CN(C)CC(O)COc2ccc(-c3ccccc3)cc2)cc1OC (stereo not given),0,5,0,3,3,2,-1,-2,0,-0.2
Cc1ccccc1S(=O)(=O)N(C)C[C@@H]1OCc2cnnn2CCCC(=O)N([C@H](C)CO)C[C@@H]1C,4,1,4,8,10,2,1,-5,0,-0.3
S=c1[nH]nc(-c2ccc(Br)cc2)n1Cc1ccccc1,3,0,0,2,-10,8,-2,0,12,1.9
CN(CCO)S(=O)(=O)c1ccc2c(c1)C(=NO)c1cc(S(=O)(=O)N(C)CCO)ccc1-2,-42,-7,1,-17,-20,-1,-5,1,6,0.7
CC(OC(=O)C1CCN(S(=O)(=O)c2ccc(C(C)(C)C)cc2)CC1)C(=O)N1CCOCC1 (stereo not given),1,2,-1,0,4,-1,-3,6,-9,1.4
CC1(c2nnnn2C2CCCC2)CCC(=O)N1c1ccc2c(c1)OCCO2 (stereo not given),.,-2,-1,9,-2,2,-5,-6,-1,-2.4
Cc1ccc(-n2ncc3c(NCc4ccco4)ncnc32)cc1C,2,-2,-6,-3,2,1,3,7,-2,-1.9
COc1ccc(CCC(=O)Nc2ccc(N3CCOCC3)cc2)cc1,4,2,13,0,-1,0,4,-2,4,-1.6
N#CCNc1ccc([N+](=O)[O-])cc1C#N,11,5,-16,11,13,-3,3,-6,5,-0.9
Cc1ccc(NC(=S)N2CCC(NC(=O)C3CCCCC3)CC2)cc1C,-3,3,1,-4,-3,-1,0,6,-1,-1.3
O=C(O)C1C2CCC(C2)C1C(=O)N1CCCC1 (stereo not given),-13,-3,1,9,0,-2,3,3,2,-1.0
COc1ccccc1NC(=O)c1cccc(S(=O)(=O)N2CCN(c3ccccc3)CC2)c1,-23,-2,-14,-1,-13,7,-6,-4,10,0.3
CCNC(=O)Cc1ccc(NS(=O)(=O)c2ccc(F)cc2)cc1,-5,-1,-4,-4,5,0,-2,2,4,-0.5
COc1cccc(C(=O)OCC(=O)Nc2sc3c(c2C(N)=O)CCC3)c1O,5,0,-15,-6,11,15,12,-2,20,0.2
COc1ccc(CNC(=O)N2CCc3nc(Nc4cc(OC)c(OC)c(OC)c4)ncc3C2)cc1,.,3,-7,0,-10,6,-4,-16,6,0.9
Brc1cccc(OCCCCn2cncn2)c1,-1,-1,7,4,7,-2,3,-7,4,0.6
CCC[C@H]1CN(c2ccc(Br)cc2)C(=O)[C@@H]1CC(=O)Nc1ccccc1,-45,-8,-13,-16,-23,-4,0,0,2,-2.8
CCOc1ccc(C(=O)NCCCn2ccnc2)cc1,2,2,-14,-7,-6,-4,2,4,4,0.6
O=C(Cn1cc(C(F)(F)F)ccc1=O)Nc1ccc2c(c1)OCO2,5,-7,14,-3,2,-8,2,-2,2,0.1
CC(C)C(NC(=O)c1ccccc1F)C(=O)Nc1ccc2c(c1)OCO2 (stereo not given),-3,-1,8,7,5,0,1,4,-2,-1.8
COCCC(=O)N1CCC(Oc2ccc(C(=O)NCc3cc(C)n(C)n3)cc2)CC1,1,0,-11,6,-3,-5,0,0,-6,-0.8

# Assay outcomes deposited in PubChem BioAssay by several laboratories.
